High-throughput results: PubChem, National Center for Advancing Translational Sciences (NCATS)
EPAC2 agonist: qHTS for Agonist of cAMP-regulated guanine nucleotide exchange factor 4 (EPAC2): primary screen | Rap guanine nucleotide exchange factor 4 (Homo sapiens), Q8WZA2 | Potency, µM (top dose mostly 154 µM), for the others: at the top dose activation, actives largely listed as activators | EPAC2 activation, biochemical qHTS; response scale: 100% = 6.5 mM cAMP response | 0.079% of 360,000 active; further: potency means the concentration at half of the fitted maximal effect; nearly all actives have a fitted effect of over 50% in size
Target sequence (Q8WZA2 whole entry, looked up): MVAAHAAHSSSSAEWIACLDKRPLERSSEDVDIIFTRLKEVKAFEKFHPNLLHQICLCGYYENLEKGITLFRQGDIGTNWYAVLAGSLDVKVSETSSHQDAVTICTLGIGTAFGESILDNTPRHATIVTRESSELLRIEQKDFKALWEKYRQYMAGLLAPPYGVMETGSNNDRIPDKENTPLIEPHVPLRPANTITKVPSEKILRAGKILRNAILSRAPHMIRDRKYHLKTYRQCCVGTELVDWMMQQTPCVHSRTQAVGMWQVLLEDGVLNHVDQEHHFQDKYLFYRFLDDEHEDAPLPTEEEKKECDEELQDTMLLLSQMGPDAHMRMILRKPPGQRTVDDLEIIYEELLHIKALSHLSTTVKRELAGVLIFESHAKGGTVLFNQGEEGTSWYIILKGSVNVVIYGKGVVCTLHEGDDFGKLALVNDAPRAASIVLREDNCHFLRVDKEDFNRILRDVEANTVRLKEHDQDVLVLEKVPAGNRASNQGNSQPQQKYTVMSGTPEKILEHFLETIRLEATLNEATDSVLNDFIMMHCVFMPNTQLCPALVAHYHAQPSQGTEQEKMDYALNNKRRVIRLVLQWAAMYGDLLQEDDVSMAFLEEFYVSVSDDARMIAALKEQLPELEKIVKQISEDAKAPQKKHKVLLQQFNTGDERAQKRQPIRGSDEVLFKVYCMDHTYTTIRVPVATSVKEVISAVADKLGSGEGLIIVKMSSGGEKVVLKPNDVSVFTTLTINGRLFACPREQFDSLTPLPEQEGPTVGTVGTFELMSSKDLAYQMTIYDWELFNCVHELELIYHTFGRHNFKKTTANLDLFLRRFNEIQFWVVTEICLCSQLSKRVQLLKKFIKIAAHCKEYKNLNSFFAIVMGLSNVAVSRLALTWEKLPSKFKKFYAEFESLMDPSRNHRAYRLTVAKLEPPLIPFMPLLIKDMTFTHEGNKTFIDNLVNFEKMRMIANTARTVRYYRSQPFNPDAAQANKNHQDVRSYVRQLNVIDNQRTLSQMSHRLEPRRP
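In this primary screen, activation is scored as increased exchange of BODIPY-GDP from Rap1B by 100 nM EPAC2, with 50 uM GDP as competitor. Signal is normalized to the 6.5 mM cAMP agonist control.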
IL2 activator: qHTS of IL-2 Activators; IL-2 activation reporter assay, cell-based qHTS; stimulated with anti-CD3/CD4/CD28 beads; in transgenic mouse T cells; activation, % (series mostly up to about 46 µM); 0.065% of 360,000 active; in the data active means activation above about 50%; inconclusive means mostly about 30% to 49%; further: 0% is about no effect
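Readout: EGFP and DsRed signals by fluorescent plate cytometry. Unstimulated transgenic mouse T cells received compound 60 min before antibody-bead stimulation, then incubated 18 h at 37 degrees C.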
EPAC1 antagonist: qHTS for Antagonist of cAMP-regulated guanine nucleotide exchange factor 3 (EPAC1): primary screen | Potency, µM (doses to about 115 µM), without a hit: at the top dose activity change, negative = inhibition, most hits filed as inhibitors | 0.14% of 360,000 active | Rap guanine nucleotide exchange factor 3 (Homo sapiens), O95398 | AID 720709, 2013 | EPAC1 GEF assay, Rap1b-BODIPY-GDP exchange fluorescence;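 further: potency means the concentration at half of the fitted maximal effect; plate controls were vehicle for no effect and positive control for full effect; nearly all actives have a fitted effect of over 50% in size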
CCT chaperon mod: High-Throughput Screening for Modulators of Cytosolic Chaperonin Activity; purified chaperonin ATPase assay, HTRF ADP detection, 30 min; activity change, % (no concentration beside the values), hits read low; 0.3% of 360,000 active; in the data active means activity change below about -30%; further: on the % scale 0 is the no-effect control and ±100 the full control effect
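First, chaperonin was dispensed at 40 nM or 20 nM final depending on batch activity. Next, compounds were pinned at 76 uM and ATP added at 10 uM. After 30 min at 37 °C, ADP detection reagents ran 30 min at ambient temperature.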
PI5P4K alpha inh: qHTS for Inhibitors of phosphatidylinositol 5-phosphate 4-kinase (PI5P4K) | Phosphatidylinositol 5-phosphate 4-kinase type-2 alpha (Homo sapiens), P48426 | PI5P4Kalpha enzyme, ADP-Glo luminescence, 60 min; stronger effect = lower value | max response, % | 1.2% of 330,000 active; active means max response of -50% or lower; inconclusive means between -30% and -50%; inactive means -30% or higher; further: value at the top dose of about 77 µM; on the % scale 0 is the no-effect control and ±100 the full control effect
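PI5P4Kalpha ADP-Glo assay; 5 microM ATP final; 60 min RT reaction; HEPES pH 7.4/EGTA/CHAPS, 5% DMSO; controls lacking substrate or enzyme; luminescent end-point.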
PLK1 PBD inh: qHTS for Inhibitors of PLK1-PDB (polo-like kinase 1 - polo-box domain): Primary Screen; AID 720504, 2013; Potency, µM, for the others: max response, negative = inhibition, most hits filed as inhibitors; Plk1 PBD binding of FITC phosphopeptide, fluorescence polarization; 2.8% of 360,000 active; Serine/threonine-protein kinase PLK1 (Homo sapiens), P53350; further: potency means the concentration at half of the fitted maximal effect; series mostly up to about 57 µM; on the % scale 0 is the no-effect control and ±100 the full control effect; nearly all actives have a fitted effect of over 65% in size
EPAC1 agonist: qHTS for Agonist of cAMP-regulated guanine nucleotide exchange factor 3 (EPAC1): primary screen; Rap guanine nucleotide exchange factor 3 (Homo sapiens), O95398; EPAC1 agonist qHTS, biochemical assay; response scale: 100% = response to 6.5 mM cAMP; Potency, µM (highest dose often 154 µM), inactives show at the top dose activation, most hits filed as activators; 0.073% of 360,000 active; AID 720707, 2013; further: potency means the concentration at half of the fitted maximal effect; nearly all actives have a fitted effect of over 60% in size
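Fluorescent GDP-exchange assay: 100 nM EPAC1 with 250 nM Rap1B preloaded with BODIPY-GDP and 50 uM GDP; compounds tested as concentration series, 5 min at room temperature, then read every 5 min for 30 min (ex 480/em 540 nm); normalized to 6.5 mM cAMP.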
WRN inhibitor: qHTS for Inhibitors of WRN Helicase; Potency, µM (highest dose often 114 µM), for inactives: top-dose activity change, negative = inhibition, usual class: inhibitors; WRN helicase unwinding, fluorescent forked duplex, kinetic; 0.46% of 360,000 active; AID 651768, 2012; further: potency means the concentration at half of the fitted maximal effect; on the % scale 0 is the no-effect control and ±100 the full control effect; nearly all actives have a fitted effect of over 55% in size
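Screening of the MLSMR collection measured strand separation of a quenched forked DNA duplex (100 nM) by 20 nM WRN with 2 mM ATP, all final. Compounds were preincubated with enzyme 15 min at room temperature.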
The depositor's hits bear a star; u = inconclusive; x = no result given; [ ] = dose if it differs, or a comment. Unless noted, the call rests on the fitted dose curve; in most records, active means well fitted curve in the direction sought with a large enough effect; inconclusive means small, poorly fitted or top-dose-only effect, or another doubt; inactive means no such curve, though single readings can be large; an effect the other way counts as inactive or inconclusive. These rows are one share of the data; count on the stated rates, not on these rows.

no.	structure	EPAC2 agonist	IL2 activator	EPAC1 antagonist	CCT chaperon mod
1	COC(=O)Nc1ccc(S(=O)(=O)Nc2cc(C(F)(F)F)c[nH]c2=O)cc1	4%	3.1	-5%	-0.3
2	CC1CCN(c2ccc(-c3ccc(NC(=O)C(F)(F)F)cc3)nn2)CC1	-1%	-2.0	-11%	-1.5
3	Cc1ccc(S(=O)(=O)N2CCCC(C(=O)N3CCN(C)CC3)C2)cc1 (stereo not drawn)	3%	-2.1	-7%	-2.8
4	Cn1c(=O)c2c(nc(Br)n2CCSc2ncccn2)n(C)c1=O	2%	-0.3	u	0.0
5	COc1ccccc1NC(=O)Cn1nc(C(F)(F)F)c2c1CCCC2	-7%	-0.9	-14%	-1.4
6	CCCCN(C(=O)C1CC(=O)N(CCc2ccc(OC)c(OC)c2)C1)c1c(N)n(CCCC)c(=O)[nH]c1=O (stereo not drawn)	9%	-1.4	-14%	-2.0
7	O=C(NCCc1ccccc1)C(=O)NCC1(c2ccccc2)CCCC1	6%	-1.3	-3%	-1.1
8	Cc1c(C(=O)NCc2ccco2)oc2c(Cl)cccc12	6%	0.8	-1%	-3.4
9	Cn1c(Cc2ccccc2)nnc1SCC(=O)N1CCOCC1	-1%	2.7	-11%	-0.9
10	Cc1cc(C)n(C(=O)CN(C)S(=O)(=O)c2ccc([N+](=O)[O-])cc2)n1	12%	-1.1	-13%	-1.5
11	c1cc2nncn2nc1N1CCCC1	2%	-0.3	11%	-0.1
12	CN(CC(=O)Nc1cccc(F)c1)C(=O)c1cc(S(=O)(=O)N2CCCCC2)ccc1N1CCOCC1	-5%	-0.2	-11%	0.9

no.	PI5P4K alpha inh	PLK1 PBD inh	EPAC1 agonist	WRN inhibitor
1	2	-14%	4%	-3%
2	-1	-6%	7%	-2%
3	5	5%	-4%	-15%
4	-1	-4%	0%	4%
5	x	-3%	-2%	-10%
6	0	-15%	5%	-10%
7	2	-12%	5%	13%
8	0	0%	0%	-2%
9	-4	1%	-2%	1%
10	1	-15%	7%	-5%
11	-8	-7%	2%	7%
12	4	6%	0%	2%

Brought forward from above: 4 compounds, then new ones.
no.	structure	EPAC2 agonist	IL2 activator	EPAC1 antagonist	CCT chaperon mod
9	Cn1c(Cc2ccccc2)nnc1SCC(=O)N1CCOCC1	-1%	2.7	-11%	-0.9
10	Cc1cc(C)n(C(=O)CN(C)S(=O)(=O)c2ccc([N+](=O)[O-])cc2)n1	12%	-1.1	-13%	-1.5
11	c1cc2nncn2nc1N1CCCC1	2%	-0.3	11%	-0.1
12	CN(CC(=O)Nc1cccc(F)c1)C(=O)c1cc(S(=O)(=O)N2CCCCC2)ccc1N1CCOCC1	-5%	-0.2	-11%	0.9
13	Cc1ccc(CNC(C)c2ccccc2)cc1 (stereo not drawn)	10%	0.2	-9%	-5.7
14	O=C(O)C(Cc1c[nH]c2ccccc12)NS(=O)(=O)c1ccc(Br)cc1 (stereo not drawn)	0%	0.6	-23%	-0.3
15	COc1cccc(/C=N/NC(=O)c2cc3c(OC)cccc3[nH]2)c1OC	22%	0.4	-27%	-7.4
16	CCOc1ccc(N2C(=O)CC(N)C2=O)cc1 (stereo not drawn)	5%	-0.5	1%	-4.8
17	O=C(N1CCOCC1)N1CCN(S(=O)(=O)c2ccccc2)C1	10%	-1.8	-11%	-1.1
18	CCc1cccc(C)c1NC(=O)Cn1nc(C)n2cccc2c1=O	1%	-1.8	-3%	-3.2
19	Cc1ccccc1C(=O)N1CCC(C(=O)Nc2ccc(S(=O)(=O)N3C(C)CCCC3C)cc2)CC1 (stereo not drawn)	2%	-0.6	-5%	-2.5
20	CCCCN1C(=O)CC(C(=O)OCC)=C1C	2%	-2.7	1%	1.1
21	CCOC(=O)c1c(C)n(CCO)c2ccc(O)cc12	-1%	-1.4	32%[activator]	-0.7
22	COc1ccccc1CCN1CCCC(CN(C)C(=O)c2ccc3nc[nH]c3c2)C1 (stereo not drawn)	-2%	-3.8	4%	-0.2
23	Cc1ccc(C)c(S(=O)(=O)Nc2cc3c4c(c2)CCC(=O)N4CCC3)c1	13%	-4.8	u	-1.0
24	Cc1cc(NC(=O)CCC(=O)N(c2ccccc2)C(C(=O)NC2CCCC2)c2cccs2)no1 (stereo not drawn)	2%	-2.0	-13%	1.0

no.	PI5P4K alpha inh	PLK1 PBD inh	EPAC1 agonist	WRN inhibitor
9	-4	1%	-2%	1%
10	1	-15%	7%	-5%
11	-8	-7%	2%	7%
12	4	6%	0%	2%
13	3	u	0%	-24%
14	-1	-7%	13%	2%[57.1 µM]
15	-6	-11%	8%	-17%
16	-6	-21%	4%	-7%
17	-1	-8%	2%	3%
18	1	-7%	1%	9%
19	5	2%	3%	-5%
20	3	-8%	-1%	5%
21	x	-4%	-2%	6%
22	-5	-1%	-5%	-27%
23	-7	-13%	4%	-3%
24	-2	-8%	7%	10%

(listing goes on)
no.	structure	EPAC2 agonist	IL2 activator	EPAC1 antagonist	CCT chaperon mod
25	CSc1nnc(-c2cnccn2)n1Cc1ccccc1	5%	-1.5	11%	-4.5
26	Clc1cccc(Cl)c1CN1CCN(c2ncccn2)CC1	7%	-2.9	-13%	0.9
27	Cc1ccccc1N1C(=O)CC(N2CCN(C(=O)c3ccco3)CC2)C1=O (stereo not drawn)	7%	0.2	8%	0.1
28	O=C(CSc1ccc2nnc(-c3ccc(Cl)cc3)n2n1)N1CCCC1	10%	-0.3	-2%	-0.9
29	CCOc1ccc(NS(=O)(=O)c2coc(C(N)=O)c2)cc1	2%	-1.9	-7%	-1.2
30	Cc1ccc([N+](=O)[O-])cc1S(=O)(=O)N1CCCC1	-2%	0.4	10%	-2.9
31	CCc1nnc(NS(=O)(=O)c2ccc(NC(=O)OC)cc2)s1	3%	-2.6	10%	0.6
32	S=c1[nH]nc(-c2cc(-c3ccccc3)n[nH]2)n1/N=C/c1cccs1	12%	2.6	-4%	-5.1
33	CC(=O)N/C(=C\c1ccc2c(c1)OCO2)C(=O)NC(C(=O)O)c1ccccc1 (stereo not drawn)	3%	-4.5	u	-0.5
34	COc1ccc(S(=O)(=O)NCCC(=O)OCC(=O)c2ccc[nH]2)cc1[N+](=O)[O-]	11%	0.2	-3%	-1.7
35	CN(C(=O)c1cc2ccccc2cc1O)C1CCCCC1	9%	1.8	0%	-1.1
36	C/C(=N\NC(=O)CNC(=O)c1ccc(Br)cc1)c1ccco1	6%	-1.3	-16%	0.9

no.	PI5P4K alpha inh	PLK1 PBD inh	EPAC1 agonist	WRN inhibitor
25	x	1%	0%	3%
26	18	-7%	2%	11%
27	2	3%	6%	3%
28	-13	-13%	-2%	-2%
29	-2	-2%	10%	1%
30	-7	-12%	3%	12%
31	x	-28%	-2%	-12%
32	-19	-23%	-2%	-10%
33	-1	-1%	4%	-19%
34	-20	-6%	-3%	-1%
35	-2	-13%	9%	7%
36	-1	-24%	3%	-4%

The list continues.
no.	structure	EPAC2 agonist	IL2 activator	EPAC1 antagonist	CCT chaperon mod
37	O=C(Nc1nnc(-c2ccncc2)o1)c1ccccc1F	4%	1.1	12%	-12
38	COc1ccc(C(C)(C)C)cc1NC(=O)c1cccc(S(=O)(=O)N2CCN(C(C)=O)CC2)c1	1%	-3.1	-17%	-1.3
39	O=C(NC1CC1)C1=C[C@H](c2ccccc2)C[C@H](OCc2ccc(CO)cc2)O1	3%	0.3	-27%	-3.8
40	Cc1c(C(N)=O)sc2ncn(CC(=O)N(C)C3CCCCC3)c(=O)c12	11%	-4.6	-17%	0.5
41	CN(Cc1cccc(F)c1)C(=O)c1ccc(NS(=O)(=O)c2ccc3[nH]c(=O)[nH]c3c2)cc1	-2%	-5.4	-29%	-0.3
42	O=C1CCCC2=C1Sc1ccc(Cl)cc1N2	-20%	-0.5	2%	-1.8
43	O=C(NCc1cccc(Cl)c1)C1CCC(=O)N(CCCN2CCCC2=O)C1 (stereo not drawn)	-1%	2.1	-4%	-0.7
44	CCN(CC)S(=O)(=O)c1ccc(C)c(NC(=O)CN2CCN(Cc3ccccc3)CC2)c1	5%	-0.4	-7%	-1.5
45	CC(=O)Nc1ccc(Nc2nnc(-c3ccc(C)c(S(=O)(=O)NCC4CCCO4)c3)c3ccccc23)cc1 (stereo not drawn)	5%	1.0	-3%	0.0
46	Cc1ccc([N+](=O)[O-])c(OCCN2CCc3ccccc3C2)c1	12%	-0.5	-24%	-0.5
47	COC(=O)c1ccc(CN(c2ccccc2Cl)S(C)(=O)=O)cc1	7%	-0.2	13%	-1.3
48	COc1ccc(Nc2oc(-c3ccccc3)nc2C#N)cc1	-6%	-0.3	5%	-2.0

no.	PI5P4K alpha inh	PLK1 PBD inh	EPAC1 agonist	WRN inhibitor
37	0	-9%	3%	-2%
38	5	-8%	-13%	5%
39	-2	-8%	4%	0%
40	-4	-15%	-7%	-27%
41	5	-5%	1%	-3%
42	-10	14%	-83%[inhibitor]	-10%
43	4	0%	4%	-29%
44	1	1%	-4%	-4%[11.6 µM]
45	1	8%	5%	1%
46	1	-7%	16%	-1%
47	13	-9%	10%	-8%
48	2	-5%	-2%	-11%

(list continues)
no.	structure	EPAC2 agonist	IL2 activator	EPAC1 antagonist	CCT chaperon mod
49	Cc1cc(SCc2ccccc2F)nc(=O)[nH]1	2%	0.0	-1%	-3.3
50	Cc1ccc(-c2cc(C(=O)NCc3ccco3)c3ccccc3n2)s1	8%	0.4	-15%	-1.0
51	Cc1ccc(-n2nc3c(c2NC(=O)c2cccs2)CSC3)cc1	10%	-1.8	-6%	-2.2
52	CCN1CCN(CCC(=O)Nc2ccc(Br)cc2)CC1	6%	-4.2	-7%	-0.3

no.	PI5P4K alpha inh	PLK1 PBD inh	EPAC1 agonist	WRN inhibitor
49	-3	-4%	-8%	1%
50	u	-27%	4%	u
51	x	-7%	6%	-19%[57.1 µM]
52	4	-15%	2%	-14%
